LYP inh 2 – PTPN22 phosphatase inhibitors, primary screen, biochemical, DiFMUP fluorescence, 2 µM; recombinant LYP catalytic domain; inhibition, % at 2 µM; 0.21% of 96,000 active;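 active = inhibition at 2 µM at or above a set limit, the screen mean plus 3 SD, cut at about 24% in these data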;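 also: 0% = DMSO with enzyme and 100% = enzyme fully blocked by orthovanadate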
HUVEC tox TNFa – cytotoxicity in TNFa-stimulated HUVEC, primary screen, cytotoxicity control for VCAM1 expression modulator project, imaging, Hoechst nuclei count | HUVEC TNFalpha-stimulated, Hoechst cell count | cell count reduction, % at 2 µM | 0.17% of 93,000 active;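 active = cell count reduction exceeding the screen mean by over 5 SD, scaled to untreated wells per plate, cut at about 78% in these data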;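 also: cells counted after 24 h of TNF alpha exposure following the 1 h pretreatment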
VCAM1 TNFa inh – inhibitors of TNFa-induced VCAM1 expression, primary screen, imaging, HUVEC, TNFa stimulus, immunofluorescence. HUVEC TNFa-induced VCAM-1 immunofluorescence, high-content imaging. inhibition, % at 2 µM. 0.48% of 95,000 active;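 active = inhibition above the batch mean plus 3 SD, with images confirmed as a hit by eye, cut at about 37% in these data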;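 also: 0% = TNF-stimulated DMSO wells and 100% = unstimulated control wells; not every result past the cut was called active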
ERa SRC1 inh – ERα–SRC-1 coactivator interaction inhibitors, primary screen, biochemical, TR-FRET, ERα LBD, estradiol-bound; TR-FRET ER-alpha LBD / SRC-1 peptide; 1.7% of 86,000 active; Estrogen receptor (Homo sapiens), P03372; inhibition, % at 25.6 µM; in the data active = inhibition above about 50%;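 also: 0% = receptor plus peptide control and 100% = peptide only without receptor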
Pyk2 oligo antag – antagonists of Pyk2 self-association, primary screen, Q293 cells, FERM NanoBiT luminescence, HTS. z-score (the deposit names both 25 µM and 10 µM). 0.83% of 99,000 active. stronger effect = lower value. Protein-tyrosine kinase 2-beta (Homo sapiens), Q14289;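 active = Z-score of -3 or lower, scaled per plate to the spread of control and sample wells; inactive = z-score above -3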;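 also: negative z-score means lost luminescence so less FERM oligomerization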
Target sequence (Q14289 whole entry, looked up): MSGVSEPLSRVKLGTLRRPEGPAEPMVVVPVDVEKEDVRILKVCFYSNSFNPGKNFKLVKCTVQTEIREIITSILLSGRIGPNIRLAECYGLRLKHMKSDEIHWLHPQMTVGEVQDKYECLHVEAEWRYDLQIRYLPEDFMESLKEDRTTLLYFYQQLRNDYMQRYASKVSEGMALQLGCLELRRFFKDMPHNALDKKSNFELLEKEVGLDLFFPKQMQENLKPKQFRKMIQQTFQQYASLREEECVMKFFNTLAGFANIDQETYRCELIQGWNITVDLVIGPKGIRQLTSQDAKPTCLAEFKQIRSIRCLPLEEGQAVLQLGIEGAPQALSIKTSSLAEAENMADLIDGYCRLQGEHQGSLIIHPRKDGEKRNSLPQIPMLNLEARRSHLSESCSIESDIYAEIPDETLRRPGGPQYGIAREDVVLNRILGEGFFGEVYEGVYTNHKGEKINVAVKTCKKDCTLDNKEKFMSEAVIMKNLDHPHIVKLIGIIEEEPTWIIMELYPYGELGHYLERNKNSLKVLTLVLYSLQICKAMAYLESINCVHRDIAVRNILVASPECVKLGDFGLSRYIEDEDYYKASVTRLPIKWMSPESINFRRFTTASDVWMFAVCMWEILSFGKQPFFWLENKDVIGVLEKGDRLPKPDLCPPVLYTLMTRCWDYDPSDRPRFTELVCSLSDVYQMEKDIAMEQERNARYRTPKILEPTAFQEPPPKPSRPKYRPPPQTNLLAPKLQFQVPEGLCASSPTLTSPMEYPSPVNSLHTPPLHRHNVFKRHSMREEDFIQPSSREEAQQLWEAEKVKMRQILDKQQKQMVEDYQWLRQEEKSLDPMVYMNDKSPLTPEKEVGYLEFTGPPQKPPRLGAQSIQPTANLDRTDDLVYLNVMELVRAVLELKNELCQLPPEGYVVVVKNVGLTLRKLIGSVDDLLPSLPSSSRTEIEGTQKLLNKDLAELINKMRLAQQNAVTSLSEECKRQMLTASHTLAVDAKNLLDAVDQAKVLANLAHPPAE
FAK blocker – FAK kinase inhibitors, primary screen, biochemical; biochemical FAK kinase activity assay; inhibition, %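 (tested at 7 µM)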; 0.84% of 97,000 active; in the data active = inhibition above about 19%;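 also: 0% = DMSO and 100% = reference compound high control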
LYP act – LYP phosphatase activators, primary screen, biochemical, DiFMUP fluorescence, 2 µM. 0.11% of 96,000 active. activation, % at 2 µM. Tyrosine-protein phosphatase non-receptor type 22 (Homo sapiens), Q9Y2R2. recombinant LYP; 0 = plate median, 100 = signal doubled;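 active = activation at 2 µM above a set limit, the mean plus 5 SD, cut at about 37% in these data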
cytoskel mod – modifiers of F-actin cytoskeleton organization, primary screen, imaging, HUVEC, phalloidin staining, high-content imaging; inhibition, % at 2 µM; AID 836, 2007; 0.18% of 91,000 active; HUVEC TNFa F-actin phalloidin imaging;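 active = inhibition above the batch mean plus 3 SD and confirmed as a hit by visual image inspection, cut at about 30% in these data, passing the limit was not always enough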; also: strong numbers were not always called active
IL1B cytotox – cytotoxicity in IL-1B stimulated HUVEC, primary screen, cytotoxicity control for IL-1B NFkB translocation project, imaging, Hoechst nuclear count, IL-1B stimulus; HUVEC cell count loss; cell count reduction, % at 2 µM; 0.41% of 94,000 active; AID 845, 2007;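 active = cell count reduction more than 3 SD above the screen-wide mean, cut at about 70% in these data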;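 also: normalized per plate to untreated control cells as the no-loss baseline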
Starred values were filed as active, the others as inactive; · = not tested or not shown; [ ] = dose if it differs, or a comment.

SMILES | LYP inh 2 | HUVEC tox TNFa | VCAM1 TNFa inh | ERa SRC1 inh | Pyk2 oligo antag | FAK blocker | LYP act | cytoskel mod | IL1B cytotox
CCN(CC)c1nc2ccccc2nc1C(C#N)C(=O)NCCc1ccccc1 (configuration not stated) | 2 | 2 | 6 | -4 | -0.09 | 0 | 0 | -10 | -19
C1CCCC(N2CCNCC2)CC1 | 3 | -25 | 18 | -2 | -1.1 | -1 | -4 | 16 | 0
CCOc1cc(C(=O)OCC(=O)c2c(N)n(C)c(=O)n(C)c2=O)cc(OCC)c1OCC | -4 | -6 | 0 | 6 | -0.16 | 4 | 6 | 8 | -17
CSc1ccccc1C(=O)NCCSC(C)(C)C | 3 | -16 | 16 | -7 | -0.72 | -1 | -3 | 7 | -13
COc1ccc(-c2cn3cccnc3n2)cc1NC(=O)C1CC1 | 3 | -17 | -1 | · | 0.02 | 5 | -4 | 17 | -5
C=CCn1c(SCCN2CCOCC2)nc2c1c(=O)[nH]c(=O)n2C | 2 | -37 | -7 | 2 | 1.4 | -5 | -4 | -6 | -36
CCOC(=O)c1cc2c(=O)n3ccccc3nc2n(CC2CCCO2)c1=NC(C)=O (configuration not stated) | 0 | -24 | -4 | 0 | -0.22 | 0 | -1 | 14 | 1
Cc1nc(-c2ccccn2)sc1C(=O)Nc1ccc(F)cc1F | -10 | -14 | 13 | · | 0.54 | 1 | 13 | -13 | 9
CCC(C)Oc1nc2ccccc2nc1NS(=O)(=O)c1ccccc1 (configuration not stated) | -4 | -12 | -21 | -2 | -1.6 | -4 | 5 | · | -9
COc1ccccc1OCC(O)Cn1nc(C)cc1C (configuration not stated) | 6 | -63 | 6 | -5 | 1.2 | 1 | -4 | 50 | -3
CCOc1ccccc1-c1nc(-c2ccc(C)nc2OC)no1 | -2 | 8 | 11 | · | -1.5 | 3 | 0 | -8 | -16
CCOC(=O)c1c(N)nn(C(C)=O)c1-c1ccccc1 | -5 | -4 | 19 | 15 | 2.2 | 0 | 4 | 3 | -11
COc1ccccc1-n1cnnc1SCC(=O)Nc1ncc(Cl)cc1Cl | -8 | -24 | 17 | -2 | 1.1 | 2 | 5 | -44 | -6
O=C(COc1ccc(/C=N/NC(=O)c2cc3ccccc3o2)cc1Cl)Nc1ccccc1 | 9 | -14 | 0 | · | 0.47 | 40* | -11 | -4 | -1
CCOC(=O)C(CC)Sc1ncnc2c1nnn2-c1ccc(F)cc1 (configuration not stated) | 3 | 6 | -4 | -33 | -1.2 | 0 | -2 | 44 | -16
Nn1c(SCC(=O)N2CCN(S(=O)(=O)c3ccccc3)CC2)nnc1-c1cccs1 | 6 | 0 | -16 | -3 | 2 | 1 | -4 | 8 | 6
CCC(=O)Nc1ccc(NC(=O)c2ccccc2Cl)nc1 | 1 | 62 | 30 | -7 | -0.17 | 3 | -3 | -9 | -8
CCOC(=O)CCc1c(C)c(C#N)c2nc3ccccc3n2c1-n1ccnc1C | 14 | -6 | 30 | -11 | 0.14 | -1 | -13 | -16 | 8
O=C(O)c1cnn(-c2ccccc2)c1-c1ccccc1 | -3 | -12 | -6 | -5 | 0.01 | -1 | 0 | 15 | -36
O=C(CSc1nnc(Cc2cccs2)n1C1CCCCC1)N1CCCc2ccccc21 | 0 | -15 | 16 | -4 | -1.9 | 1 | 4 | 14 | -2
Cc1cc(C)n(-c2nc3c(c(=O)[nH]c(=O)n3C)n2CC(C)C)n1 | -2 | -20 | 3 | -3 | 1.1 | 2 | -1 | 0 | 0
COc1ccc2ccccc2c1C1CC(=O)N2CN(Cc3ccco3)CSC2=C1C#N (configuration not stated) | -2 | -12 | 8 | -16[fluorescence artefact?] | · | 4 | 0 | 2 | -18
CCOc1ccc(CN2CCN(C(=O)c3cccc(F)c3)CC2)cc1 | -6 | -22 | -17 | -14 | 0.35 | -2 | 6 | -4 | ·
CCOC(=O)C1CCCN(C(=O)c2cn(CC(C)C)c(=O)c3cc(OC)c(OC)cc23)C1 (configuration not stated) | 13 | 30 | -16 | -11 | 0.41 | 9 | -10 | -10 | 24
NC(=O)[C@H](Cc1cc2ccccc2s1)NC(=O)[C@@H]1CC2(CC(c3cccc(NC(=O)[C@@H]4CCC(=O)N4)c3)=NO2)CN1C(=O)/C=C/c1c(F)cccc1Cl (some centres not stated) | 16 | -2 | 3 | · | · | -1 | -14 | 0 | -34
COC(=O)c1c(C)nc2ccccc2c1-c1ccccc1 | -5 | -13 | -5 | · | -1.9 | 3 | 4 | -11 | -7
CC1(C)CC(=O)C=C(N2CCCC2)C1 | 1 | -2 | -80 | -28 | -0.93 | 1 | -1 | -13 | -6
CCOc1ccccc1NC1c2ccccc2C(=O)N1c1cccnc1 (configuration not stated) | 1 | -4 | -8 | -5 | 0.81 | 10 | -1 | · | 0
Cc1ccc(N=Nc2c(N)[nH]n3c(=O)c4c(nc23)CCCC4)cc1 | 0 | -10 | -16 | · | · | -6 | 3 | -7 | -9
COC(=O)[C@H](Cc1ccccc1)NC(=O)NCc1cccs1 | 10 | -11 | 8 | -3 | -0.02 | 0 | -7 | -12 | -14
CCOC(=O)C1CCN(c2c(NC3CCCc4ccccc43)c(=O)c2=O)CC1 (configuration not stated) | 3 | 13 | 7 | -6 | · | -3 | -4 | -9 | -18
COc1ccc(NC(=O)COC(=O)[C@@H]2CCCN2C(=O)c2cccs2)cc1 | 4 | -7 | 17 | · | 1.7 | 0 | -5 | -8 | -5
CCC(C)n1c(SCC(=O)NC(=O)Nc2ccc3c(c2)OCCO3)nc2ccccc2c1=O (configuration not stated) | 0 | -18 | 7 | · | -2.5 | 3 | -1 | 10 | 25
CCN1C(=O)/C(=C2\SC(=S)N(CC3CCCO3)C2=O)c2ccccc21 (configuration not stated) | 0 | -16 | 14 | 2 | · | -1 | 0 | · | 16
COc1cc(NS(=O)(=O)c2cccc3nsnc23)cc(OC)c1 | -10 | 1 | 3 | -2 | 1.7 | 2 | 9 | -16 | ·
CCc1ccccc1-n1c(SCC(=O)NC)nnc1-c1cccnc1 | -8 | 1 | -12 | 8 | -0.52 | -8 | 11 | -13 | -2
O=C(NCC(=O)N(Cc1ccco1)C(C(=O)NC1CCCC1)c1ccncc1)c1cccs1 (configuration not stated) | 7 | -18 | 12 | -25 | 0.43 | 1 | -12 | -16 | -2
O=C(Cn1cnc2ccccc2c1=O)Nc1nnc(SCc2ccccc2)s1 | 16 | 4 | 2 | · | 1.2 | 2 | -14 | -23 | -18
C=CCn1c(=O)c(C(=O)NCCN(CC)CC)c(O)c2ccccc21 | 7 | -50 | -6 | · | -0.92 | 5 | -8 | 26 | -19
COc1ccc2c(c1OC)C(=O)OC2CC(=O)c1ccc(O)c(O)c1 (configuration not stated) | 7 | 16 | -2 | -2 | -0.21 | 0 | -6 | -14 | -2
Cc1occc1C(=O)Nc1cccc(Cn2cccn2)c1 | -29 | -5 | 8 | -22 | 0.25 | -1 | 22 | 10 | 8
CC(C)NC(=O)NC(=O)COc1c(F)c(F)cc(F)c1F | 7 | 10 | 24 | · | -0.53 | 1 | -5 | 4 | 4
COc1ccc(/C=N/Nc2ccccc2)cc1Cn1nc(C)c([N+](=O)[O-])c1C | 7 | -19 | 1 | -1[fluorescence artefact?] | -0.48 | 0 | -5 | 4 | -184
COc1ccc(C2C3=C(CC(C)(C)CC3=O)Nc3c2c(=O)[nH]c2nc(C)nn32)cc1 (configuration not stated) | -3 | 7 | 16 | 4 | 0.09 | 4 | 2 | -3 | 13
CC(C)(C)C1=Nn2c(nnc2C2CCCCC2)SC1 | -8 | 5 | 10 | 4 | -0.4 | -1 | 12 | 9 | -11
O=C(NCc1ccco1)c1cc(-c2ccc(Cl)cc2)on1 | -2 | 66 | 79* | · | -0.33 | 4 | -1 | -44 | 17
Cc1nc(=O)c(-c2ccccc2)c(C)n1-c1cccc(C(=O)O)c1 | -6 | -31 | -6 | -8 | 0.74 | 2 | 4 | 41 | 14
COc1ccc(-n2cnnc2SCC(=O)c2cc(C)n(Cc3cccs3)c2C)cc1 | 1 | -20 | -10 | 21 | 1.4 | -1 | -3 | 7 | -7
CCOc1ccc(-n2cc(C(=O)N3CCC(C)CC3)c3cc(OC)c(OC)cc3c2=O)cc1 | -5 | 0 | -5 | -2 | 0.51 | 2 | 4 | · | -47
COc1ccc(CCNC(=O)Cn2nnc(-c3cccs3)n2)cc1OC | -5 | -18 | -19 | -6 | 0.77 | 2 | 3 | -7 | -14
CNC(=O)Cn1nc(-c2ccc(C)c(S(=O)(=O)N(C)C)c2)c2ccccc2c1=O | 7 | -2 | 15 | -6 | -0.44 | -2 | -6 | -3 | -2
Cc1ccc(NC2=NCC(=O)N2C2CCCC2)c(C)c1 | -11 | -7 | 24 | -15 | -0.23 | 1 | 11 | 4 | -7

Among those listed so far, 9 contain a halogen:
SMILES | LYP inh 2 | HUVEC tox TNFa | VCAM1 TNFa inh | ERa SRC1 inh | Pyk2 oligo antag | FAK blocker | LYP act | cytoskel mod | IL1B cytotox
Cc1nc(-c2ccccn2)sc1C(=O)Nc1ccc(F)cc1F | -10 | -14 | 13 | · | 0.54 | 1 | 13 | -13 | 9
COc1ccccc1-n1cnnc1SCC(=O)Nc1ncc(Cl)cc1Cl | -8 | -24 | 17 | -2 | 1.1 | 2 | 5 | -44 | -6
O=C(COc1ccc(/C=N/NC(=O)c2cc3ccccc3o2)cc1Cl)Nc1ccccc1 | 9 | -14 | 0 | · | 0.47 | 40* | -11 | -4 | -1
CCOC(=O)C(CC)Sc1ncnc2c1nnn2-c1ccc(F)cc1 (configuration not stated) | 3 | 6 | -4 | -33 | -1.2 | 0 | -2 | 44 | -16
CCC(=O)Nc1ccc(NC(=O)c2ccccc2Cl)nc1 | 1 | 62 | 30 | -7 | -0.17 | 3 | -3 | -9 | -8
CCOc1ccc(CN2CCN(C(=O)c3cccc(F)c3)CC2)cc1 | -6 | -22 | -17 | -14 | 0.35 | -2 | 6 | -4 | ·
NC(=O)[C@H](Cc1cc2ccccc2s1)NC(=O)[C@@H]1CC2(CC(c3cccc(NC(=O)[C@@H]4CCC(=O)N4)c3)=NO2)CN1C(=O)/C=C/c1c(F)cccc1Cl (some centres not stated) | 16 | -2 | 3 | · | · | -1 | -14 | 0 | -34
CC(C)NC(=O)NC(=O)COc1c(F)c(F)cc(F)c1F | 7 | 10 | 24 | · | -0.53 | 1 | -5 | 4 | 4
O=C(NCc1ccco1)c1cc(-c2ccc(Cl)cc2)on1 | -2 | 66 | 79* | · | -0.33 | 4 | -1 | -44 | 17

From PubChem BioAssay
